Screens (PubChem)
DAGLB inhibitor – blocks human DAGLB lipase activity | Q8NCG7 | HEK293T DAGLB membrane lysate, EnzChek fluorogenic substrate | inhibition, % at 5.17 µM | 340,000 compounds, 0.059% hits | AID 504411; in the data active = inhibition above about 34%;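 note: 0% = enzyme with vehicle and 100% = wells lacking enzyme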
Target sequence (Q8NCG7 whole entry, looked up): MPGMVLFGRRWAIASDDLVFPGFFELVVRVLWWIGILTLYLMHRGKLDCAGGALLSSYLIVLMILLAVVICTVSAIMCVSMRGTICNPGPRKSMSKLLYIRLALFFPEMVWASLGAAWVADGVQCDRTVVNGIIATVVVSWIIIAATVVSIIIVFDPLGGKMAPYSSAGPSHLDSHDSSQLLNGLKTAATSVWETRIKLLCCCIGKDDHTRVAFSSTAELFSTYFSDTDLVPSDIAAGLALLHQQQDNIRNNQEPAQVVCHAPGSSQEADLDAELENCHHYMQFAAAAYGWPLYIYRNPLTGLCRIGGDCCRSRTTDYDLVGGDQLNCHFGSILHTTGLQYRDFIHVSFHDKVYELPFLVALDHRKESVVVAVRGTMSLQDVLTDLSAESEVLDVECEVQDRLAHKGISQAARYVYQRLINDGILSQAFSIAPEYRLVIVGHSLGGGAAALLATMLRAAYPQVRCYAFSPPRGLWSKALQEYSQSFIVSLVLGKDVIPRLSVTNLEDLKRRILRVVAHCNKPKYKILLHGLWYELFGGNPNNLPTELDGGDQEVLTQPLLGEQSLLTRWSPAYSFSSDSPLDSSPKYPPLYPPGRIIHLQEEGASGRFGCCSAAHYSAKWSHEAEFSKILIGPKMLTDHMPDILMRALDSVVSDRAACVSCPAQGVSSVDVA
SR-BI HDL uptake – inhibitors of mouse SR-BI mediated HDL lipid uptake | AID 488896 | 320,000 compounds, 0.96% hits | ldlA[mSR-BI] CHO cells, DiI-HDL uptake fluorescence, 3 h | inhibition, % at 12.5 µM | Q61009;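 active = mean replicate inhibition of at least 70% and a set share of replicates each scoring 70 or more; inconclusive = meets just one of the two criteria; inactive = fails both criteria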;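 note: 0% = median of neutral control wells and 100% = median of positive control wells; values of inactives mirror those of a sister screen read the other way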
Arrestin-AP2 inh – blocks beta-arrestin peptide binding to AP2 adaptin | FITC-arrestin peptide / GST-AP2 beads, flow cytometry; AP2 beta2 appendage carries R879A mutation | inhibition, % at 10 µM | 340,000 compounds, 0.31% hits | AID 504490;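 active = inhibition above a set limit, near 3 SD of compounds lacking own fluorescence, cut at about 54% in these data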;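 note: plate controls were DMSO wells for no effect and 5 µM unlabelled arrestin peptide for full effect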
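Material – GST-tagged AP2 beta2-adaptin appendage (R879A) on 4 µm glutathione beads · Probe or stimulus – fluorescein-tagged arrestin peptide at 50 nM final · Timing – 12 min plus 1 h, RT · Detection – bead flow cytometry, FITC channel · Read-out basis – inhibition as reduced fluorescein signal on beads, percent · Medium – PBS plus Tween 20 (0.05%) and BSA (0.1%)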
Keap1 Nrf2 FP – Keap1-Nrf2 (human) interaction inhibition. 340,000 compounds, 0.15% hits. Keap1 Kelch-Nrf2 peptide fluorescence polarization, 1536-well. inhibition, % at 9.4 µM; in the data active = inhibition above about 12%; inconclusive = no clear call, values can overlap the other calls; inactive = below about 7.3%;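 note: human Keap1 Kelch domain with fluorescein labeled Nrf2 9mer peptide probe; 0% = neutral control wells and 100% = peptide positive control; higher means more block of Keap1 binding to Nrf2 peptide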
PvdQ inh – blocks Pseudomonas aeruginosa PvdQ acylase activity | inhibition, % at 10 µM | purified PvdQ acylase, fluorescence plate reader | AID 488965 | 340,000 compounds, 0.063% hits; in the data active = inhibition above about 30%, passing the limit was not always enough; inconclusive = no clear call, values can overlap the other calls;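 note: 0% = vehicle neutral wells and 100% = reference inhibitor wells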
RTF Ca sens inh – cardiac RTF calcium desensitization; P19429+P45379; IANBD-labeled cardiac RTF, Ca2+ fluorescence; inhibition, % at 7.15 µM; 340,000 compounds, 0.12% hits; AID 493244;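 active = inhibition above the mean inhibition of all tested compounds plus 3 SD, cut at about 17% in these data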;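 note: assay run at fixed EC70 calcium of 1.6 mM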
PKA-R2B activ – activators of human PKA-R2B complex | P22694+P31323 | PKA-R2B holoenzyme dissociation, Cy5-IP20 fluorescence polarization; R2B truncated from residue 108, S112A mutant; 0% DMSO only, 100% 113 µM cGMP | activation, % at 11.4 µM | 340,000 compounds, 0.079% hits | AID 504700;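 active = activation above a cutoff set at the mean over all compounds plus 3 SD, cut at about 18% in these data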;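 note: higher means more holoenzyme dissociation and a rise in polarization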
Target sequence (P31323 whole entry, looked up, other chains not shown, the tested form may be a part): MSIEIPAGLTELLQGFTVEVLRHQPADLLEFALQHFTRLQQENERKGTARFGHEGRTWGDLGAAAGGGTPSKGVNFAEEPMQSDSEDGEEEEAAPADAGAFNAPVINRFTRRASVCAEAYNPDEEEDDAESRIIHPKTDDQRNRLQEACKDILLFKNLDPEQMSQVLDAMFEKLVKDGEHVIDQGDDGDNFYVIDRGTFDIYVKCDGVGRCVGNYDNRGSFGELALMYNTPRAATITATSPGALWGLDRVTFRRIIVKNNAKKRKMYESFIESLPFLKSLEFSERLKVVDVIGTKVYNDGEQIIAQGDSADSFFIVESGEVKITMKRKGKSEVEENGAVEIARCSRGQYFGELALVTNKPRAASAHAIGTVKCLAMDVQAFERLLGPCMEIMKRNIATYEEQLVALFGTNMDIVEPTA
SR-BI uptake up – SR-BI HDL lipid transfer activation; activation, % at 12.5 µM; AID 504775; CHO ldlA[mSR-BI] cells, DiI-HDL uptake fluorescence, 3 h; 100 = double the neutral-control signal; 320,000 compounds, 0.096% hits;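 active = mean replicate activation of at least 60% and every replicate at or above 60%; inconclusive = mean or all-replicate condition met, but not both; inactive = mean below 60% and not all replicates reaching 60%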;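 note: 0% = median plate neutral-control signal and 100% = twice that signal; values of inactives mirror those of a sister screen read the other way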
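material = CHO ldlA[mSR-BI] cells | medium = Ham's F12 with 0.5% BSA, HEPES 25 mM, pH 7.4 | reagent = fluorescent DiI-HDL, 10 µg/mL final | compound dosing = single-point compound dose | incubation = 3 h, 37 °C | measured by = bottom-read fluorescence, 550/595 nm | measure = HDL uptake via cellular fluorescence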
LANA DNA inh – blocks KSHV LANA C-terminal domain binding to DNA; MBP-C-LANA/FAM-LBS DNA binding, fluorescence polarization; inhibition, % at 9 µM; 340,000 compounds, 0.078% hits; AID 504423;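 active = highest replicate inhibition at or above 60% at 9 µM, even if other replicates fall short; inactive = all replicates below 60% inhibition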;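 note: 0% = neutral control wells and 100% = 4 µM acridine orange control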
NSD2 inh – inhibitors of human histone methyltransferase NSD2; O96028; NSD2 peptide methylation, AlphaScreen, 120 min; inhibition, % at 12.5 µM; 310,000 compounds, 0.54% hits; AID 743445; in the data active = inhibition above about 50%
* hit, by the source's call; ? = inconclusive; . = not tested or not shown. Compounds were not picked by outcome; overall some 2.1% were active at least once.

SMILES	DAGLB inhibitor	SR-BI HDL uptake	Arrestin-AP2 inh	Keap1 Nrf2 FP	PvdQ inh	RTF Ca sens inh	PKA-R2B activ	SR-BI uptake up	LANA DNA inh	NSD2 inh
CCC(C)NC(=O)C1CCC(=O)N1CCc1ccccc1 (stereo not drawn)	-0.6	-9.7	-6.4	-4.4	-8.3	1.1	1.6	9.7	-0.5	6.5
O=C(OCCN=C1NS(=O)(=O)c2ccccc21)c1ccco1	-3.9	-7.1	-1.4	2.6	8.2	-5.8	7.4	7.1	1.0	2.8
N#Cc1ccc(OCC(=O)NCCc2ccc(S(N)(=O)=O)cc2)cc1	0.3	2.1	19.1	6.8	3.4	1.9	13.5	-2.1	-2.6	-2.4
Cc1cccc(N2CCN(C(=O)COc3cc4oc(=O)cc(C)c4cc3Cl)CC2)c1C	1.0	7.3	5.4	-0.7	-4.3	-5.0	-1.1	-7.3	0.2	1.7
CN1CCc2nc(SCC(=O)Nc3cccc(F)c3)c(C#N)c(-c3cccs3)c2C1	-5.0	34.8	31.3	-2.2	-3.0	-17.9	-6.9	-34.9	-1.1	10.0
O=C(COC(=O)CCNS(=O)(=O)c1ccccc1F)Nc1nnc(-c2ccccc2)o1	0.7	0.9	-3.0	-0.5	-5.4	-4.8	0.0	-0.9	-0.9	-10.1
Cc1nnc(SCC(=O)N2CCCC(C(=O)c3ccc(Cl)cc3)C2)o1 (stereo not drawn)	-4.6	18.4	0.0	0.5	-15.5	-3.8	-14.0	0.2	-0.1	-2.5
CC(C(=O)Nc1nccs1)N1C(=O)c2ccccc2S1(=O)=O (stereo not drawn)	0.2	-1.0	-14.3	-1.8	-5.0	6.1	-8.4	1.0	2.8	.
CC(C)(C)c1cc(-n2ccnc2)n2ncc(-c3ccc(Cl)cc3)c2n1	-1.1	42.4	-14.0	-4.9	-14.4	3.2	-0.7	-42.4	-0.6	-1.4
CCOC1CS(=O)(=O)CC1OCC (stereo not drawn)	3.4	-13.7	29.0	-2.6	-6.8	-6.2	-9.4	13.7	1.3	-1.2
COC(=O)c1ccc(C)c(NC(=O)Cn2cnc3ccccc3c2=O)c1	-0.4	-2.4	6.6	2.2	-11.7	8.6	-4.0	2.4	0.2	-2.7
O=C(Cc1ccc([N+](=O)[O-])cc1)Nc1ccc2c(c1)CCC2	-1.6	17.0	-4.7	-5.3	-4.4	3.4	-2.1	-17.0	0.8	31.5
COc1ccc(NC(=O)/C(C#N)=C/c2ccc3c(c2)n(C)c(=O)n3C)cc1	2.4	11.1	11.6	-5.3	6.0	-4.1	1.9	-11.1	-0.3	-2.7
O=C(COc1cccc(NC(=O)c2cccs2)c1)c1ccc(F)cc1	1.1	-3.7	-1.2	-4.9	-7.2	-7.1	-9.9	3.7	1.0	-1.9
N#Cc1cc(C#N)c(N2CCN(c3cccc(Cl)n3)CC2)nc1N	-0.2	-4.1	-12.4	-0.4	-14.9	-9.9	-6.1	4.1	-0.7	-1.3
O=C1Cc2ccccc2Sc2c(OCCN3CCCCC3)cccc21	-4.6	-4.9	1.7	-7.5	6.7	-9.5	4.5	4.9	-4.3	18.0
Cc1ccc(Nc2c(-c3ccccc3O)nc3ncccn23)cc1	4.7	.	9.2	-4.2	7.7	-3.2	-17.2	.	0.1	-0.2
Cc1cc(C)c(S(=O)(=O)N2CCCCCC2)cc1Br	-10.9	27.0	-6.1	-1.6	-10.4	5.0	-13.0	-27.0	0.7	-4.1
Cc1cc(=O)[nH]c(SCc2cccc(F)c2)n1	0.3	3.3	0.1	-2.9	-10.9	-2.2	-6.6	-3.3	-0.7	-0.8
CC(=O)OCc1cc2cccc(C)c2[nH]c1=O	-2.2	4.3	-1.1	3.6	-3.6	-1.5	2.4	-4.3	0.7	1.8
O=C1CCCC2=C1C(c1cccc(Br)c1)n1nc(-c3ccco3)nc1N2 (stereo not drawn)	0.2	-1.7	-3.7	-1.5	-14.3	-8.6	1.1	1.7	1.0	.
CCOc1cc(-c2noc(CCC(=O)NCCc3ccccc3)n2)ccc1OC	-0.8	10.2	-6.8	3.7	-1.3	-0.6	8.9	-10.2	1.4	-3.4
CCSc1nnc(-c2ccc(S(=O)(=O)N3CCCC3)cc2)n1C	2.7	7.3	11.3	3.9	-5.3	-0.5	-6.2	-7.3	1.4	-2.2
Cc1cc(C(=O)CSc2nc(N)cc(=O)[nH]2)c(C)n1-c1cccc(F)c1	3.1	12.6	2.4	-0.4	8.9	-6.3	-14.7	-12.6	-0.9	2.9
COC(=O)c1ccc(C2C(C#N)=C(C)NC3=C2C(=O)CC(C)(C)C3)cc1 (stereo not drawn)	5.8	23.7	-5.4	-3.3	-20.8	-25.3	-7.1	-23.7	-0.6	-0.5

The list goes on.
SMILES	DAGLB inhibitor	SR-BI HDL uptake	Arrestin-AP2 inh	Keap1 Nrf2 FP	PvdQ inh	RTF Ca sens inh	PKA-R2B activ	SR-BI uptake up	LANA DNA inh	NSD2 inh
Clc1ccc(Nc2ccc(Cl)nn2)cc1	.	3.9	52.7	3.1	6.9	.	.	-3.9	0.7	-3.1
CCCC1(C(=O)OC)NC(c2cccc(F)c2)C2C(=O)N(CC)C(=O)C21 (stereo not drawn)	-1.6	-41.8	-3.3	0.3	-15.1	-27.5	0.0	41.8	-0.4	2.1
CC(C)CCNC(=O)C1CC(c2ccccc2C(F)(F)F)=NO1 (stereo not drawn)	0.0	-10.8	-1.7	-3.4	-14.5	-5.7	-2.9	10.8	4.6	.
O=C1NC(=S)SC1=Cc1cc(Br)ccc1O	14.5	4.3	-12.4	-8.6	-1.6	5.0	-10.1	-4.3	-0.9	14.9
Cc1cccc([C@H]2[C@@H]3C=CC[C@@H](C)[C@@H]3C(=O)N2Cc2ccccc2)c1	-7.4	-17.0	19.8	-3.5	-19.9	-2.4	1.4	17.0	2.4	.
CCOC(=O)C(CCCOc1ccccc1)C(=O)OCC	-7.5	-4.5	-4.0	-6.9	-4.0	-6.9	3.0	4.5	0.2	-4.4
O=C(NCc1ccco1)C1(c2ccc(Cl)cc2)CCCC1	-2.1	3.2	11.2	2.0	3.8	-4.1	-2.6	-3.2	0.3	3.2
COCCN(C(=O)COC(=O)c1c(-c2ccccc2)noc1C)c1c(N)n(Cc2ccccc2)c(=O)[nH]c1=O	0.6	29.2	-2.5	3.8	-17.4	10.3	5.4	.	0.7	-1.0
COc1cccc(OC)c1C(=O)Nc1ccccc1C(=O)N1CCOCC1	-4.3	-29.0	8.5	7.3	-8.6	-5.8	9.6	29.0	-3.2	-1.8
O=C1CCc2cc(S(=O)(=O)NCCC(=O)N3CCN(c4cccc(Cl)c4)CC3)ccc2N1	2.2	21.4	-3.6	-3.1	6.0	-4.6	-0.5	-21.4	-0.3	-1.8
CCn1nc(C(=O)OC(C(=O)c2c[nH]c3ccccc23)c2ccccc2)c2ccccc2c1=O (stereo not drawn)	-0.5	13.7	2.5	-9.6	-4.0	-1.9	3.7	-13.7	-0.9	2.9
COc1ccc2o/c(=N\O)c(C(=O)Nc3ccccc3OC)cc2c1	4.4	27.8	5.0	-3.4	14.4	-10.3	-4.7	-27.8	-0.8	0.8
CN(CCOC(=O)c1cccc(F)c1)Cc1ccccc1	-6.2	-14.4	19.0	2.6	-2.7	-5.4	-9.7	14.4	0.4	-0.9
O=C(NCCCN1CCOCC1)c1cc2c(=O)[nH]c3ccccc3c2s1	5.8	-13.3	-2.3	0.3	-6.5	-8.5	6.7	13.3	-0.1	-4.0
NC(=S)N/N=C/c1ccc2cccc(OCc3ccccc3)c2n1	-1.2	56.0	-6.5	0.5	-7.3	3.0	0.5	-56.0	1.8	10.1
COC(=O)c1ccccc1NC(=O)C1CCCN(c2nnc(-n3cccc3)s2)C1 (stereo not drawn)	-3.6	10.4	-7.7	1.1	-15.2	-10.7	-10.7	-10.4	0.1	.
O=C(COc1ccc2c3c(c(=O)oc2c1)CCCC3)N1CCN(c2ccc(F)cc2)CC1	-2.6	-9.8	6.0	0.5	-2.1	0.0	-11.6	9.8	-1.4	-2.9
CN(C)S(=O)(=O)c1cccc(NC(=O)c2ccc(Sc3nncn3C)c([N+](=O)[O-])c2)c1	2.0	.	-8.4	-2.6	-14.2	-1.1	-9.8	.	-0.2	1.2
O=C(CC1CS(=O)(=O)CC1CC(=O)Nc1ccc2c(c1)OCCO2)Nc1ccc2c(c1)OCCO2 (stereo not drawn)	-1.8	-10.0	9.4	-0.9	0.6	-0.6	3.4	10.0	0.7	.
Cc1csc(NC(=O)C2C3C=CC(C3)C2C(=O)O)n1 (stereo not drawn)	1.4	-52.5	2.0	3.1	10.4	-6.5	1.6	52.5	1.0	-0.3
COc1cccc(CC(=O)Nc2cc(S(=O)(=O)N3CCOCC3)ccc2N2CCN(C)CC2)c1	0.3	-30.8	5.6	-1.7	2.2	1.8	-9.8	30.8	0.2	-0.8
Cc1ccc(C(=O)OCC(=O)c2ccc(CC(=O)N3CCOCC3)s2)c(C)c1	-0.4	8.5	-13.7	-5.3	-15.7	-4.4	0.5	-8.5	-0.8	0.8
CC(C)(C)NC(=O)C(c1ccc(O)cc1)N(C(=O)CCC(=O)Nc1nccs1)c1cccc(F)c1 (stereo not drawn)	-1.2	7.7	23.8	2.2	-5.6	-6.9	-2.4	-7.8	3.2	37.4
Cc1c(NC(=O)C(C)OC(=O)CNC(=O)c2ccccc2)c(=O)n(-c2ccccc2)n1C (stereo not drawn)	-0.8	4.3	-5.4	-2.5	-7.1	-2.0	8.1	-4.3	-0.2	-1.2
COc1ccc(/C=C2/SC(=S)N(CCC(=O)N3CCN(C)CC3)C2=O)cc1	-2.0	11.3	-5.1	3.6	17.6	11.4	-10.8	-11.3	-0.2	-1.9
S=c1[nH]nc(COc2ccccc2)n1/N=C/c1ccc(Cl)cc1	6.4	5.6	-6.7	-2.5	-12.6	-0.9	-11.9	-5.6	-2.7	-1.5
O=[N+]([O-])c1cccc(OCCCN2CCC(Cc3ccccc3)CC2)c1	-3.5	-102.2	10.0	-4.5	-11.0	-7.7	9.1	?	-1.8	36.9
COc1cc(/C=N/NC(=O)CSc2cc(C)c(Br)cc2C)ccc1O	-0.9	46.3	21.3	0.3	3.3	-3.1	-7.1	-46.3	-0.1	2.1
Cc1ccc(C)c(-c2cc(C(=O)NC3CC3)c3ccccc3n2)c1	-1.6	30.6	-10.2	-4.3	-13.7	-1.0	-2.0	-30.6	-0.2	-0.6
